# TRPC6 act – activators of mouse TRPC6 channel; B-score at 10 µM; HEK293-TRPC6 membrane potential dye fluorescence; hits give high values; 310,000 tested, 0.13% active; Q61143;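 active = B-score of the integrated fluorescence ratio above library mean plus 3 SD, and starting fluorescence ratio within library mean plus 5 SD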;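 also: higher score means more depolarization so channel activation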
# ANO1 activ – activators or potentiators of mouse TMEM16A chloride channel; Q8BHY3; HEK293 TMEM16A/YFP-H148Q/I152L, iodide quench fluorescence; hits give low values; B-score at 10 µM; 340,000 tested, 0.3% active;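 active = fluorescence-ratio B-score plate-corrected deviation score at least 3 library SD below zero, with starting fluorescence score within 5 deviations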;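 also: channel opened by trigger with iodide after compound preincubation; score built on the fluorescence ratio of max minus min over baseline; more negative score means more quench and so TMEM16A activation or potentiation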
# Target sequence (Q8BHY3 whole entry, looked up): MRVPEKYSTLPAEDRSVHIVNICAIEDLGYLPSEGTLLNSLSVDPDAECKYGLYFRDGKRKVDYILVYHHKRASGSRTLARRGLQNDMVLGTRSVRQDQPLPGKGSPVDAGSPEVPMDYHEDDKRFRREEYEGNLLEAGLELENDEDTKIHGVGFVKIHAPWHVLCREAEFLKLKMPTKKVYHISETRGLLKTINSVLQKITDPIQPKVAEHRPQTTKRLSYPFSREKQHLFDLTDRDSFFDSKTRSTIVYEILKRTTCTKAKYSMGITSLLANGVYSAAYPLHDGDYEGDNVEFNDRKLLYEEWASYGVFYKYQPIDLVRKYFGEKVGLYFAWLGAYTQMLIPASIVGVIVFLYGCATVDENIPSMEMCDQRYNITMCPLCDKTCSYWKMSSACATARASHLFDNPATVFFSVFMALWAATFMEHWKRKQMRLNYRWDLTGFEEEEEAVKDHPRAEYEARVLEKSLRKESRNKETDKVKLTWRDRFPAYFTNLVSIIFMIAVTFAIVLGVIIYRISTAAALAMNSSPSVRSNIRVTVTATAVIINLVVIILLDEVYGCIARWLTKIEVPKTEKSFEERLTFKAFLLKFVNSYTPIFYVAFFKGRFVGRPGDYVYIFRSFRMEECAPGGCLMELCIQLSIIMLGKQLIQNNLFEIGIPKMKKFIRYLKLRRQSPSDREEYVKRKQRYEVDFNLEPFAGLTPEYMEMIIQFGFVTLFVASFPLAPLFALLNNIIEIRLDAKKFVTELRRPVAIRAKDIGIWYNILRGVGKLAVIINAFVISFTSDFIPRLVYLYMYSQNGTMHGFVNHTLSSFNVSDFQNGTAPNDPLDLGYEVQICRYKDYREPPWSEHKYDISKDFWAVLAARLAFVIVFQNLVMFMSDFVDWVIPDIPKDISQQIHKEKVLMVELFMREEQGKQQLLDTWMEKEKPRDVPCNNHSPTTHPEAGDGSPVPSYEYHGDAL
# MrgX1 ag – activates human MrgX1 receptor signaling. Q96LB2. MrgX1-HEK293 cells, Fluo-4 calcium fluorescence, agonist mode; hits give high values. B-score at 10 µM. 310,000 tested, 0.44% active;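 active = calcium response B-score plate-corrected fluorescence ratio at least 3 library SD, with starting fluorescence B-score inside 5 SD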
#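 Material – MrgX1-expressing HEK293 cells · Input – 15,000 cells seeded per well · Dosing – compound as first of three additions · Times – overnight seeding, then 1 h dark dye loading · Measured by – kinetic Fluo-4 NW fluorescence of intracellular calcium · Read-out – B-scored fluorescence response ratio · Benchmarks – positive and negative control wells on each plate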
# SKKanGAS inh – inhibitors of SKKanGAS S. pyogenes growth in kanamycin (SK-promoter or general growth effect). BacTiter-Glo, 6 h. inhibition, % at 7.5 µM. 300,000 tested, 1.3% active. AID 1662;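 active = mean replicate score, as percent of positive control median, at least 50; inconclusive = mean below 50 but one replicate at or above 50; inactive = mean and every replicate below 50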;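 also: strain carries kanamycin resistance gene driven by streptokinase promoter and grows in 40 µg/ml kanamycin; loss of luminescence reflects streptokinase promoter inhibition or plain growth inhibition; 0% = median of DMSO wells and 100% = positive control at its reference dose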
# RGS4 inh – inhibitors of human RGS4 | 310,000 tested, 0.45% active | HEK293 M3R/RGS4 inducible, Fluo-4 calcium flux; hits give high values; triggered by carbachol at its EC20 | P49798 | B-score at 10 µM;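 active = B-score, a plate-corrected calcium signal, over three deviations above library mean, with baseline fluorescence within five deviations of library mean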;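 also: RGS4 expression induced by doxycycline in cells with stable M3 receptor; B-score is computed from the integrated fluorescence ratio over baseline after carbachol; higher B-score means a larger calcium signal and so more RGS4 inhibition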
# MrgX1 antag – human MrgX1 receptor antagonism, primary screen; Q96LB2; B-score at 10 µM; 310,000 tested, 1.3% active; MRGX1-HEK293 calcium flux, Fluo-4, BAM8-22 antagonism; hits give low values;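 active = calcium-response B-score plate-corrected more than 3 library SD below zero, starting fluorescence within 5 deviations, no agonist response on first addition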;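 also: peak minus trough fluorescence over baseline after final BAM8-22 challenge near maximal dose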
# MrgX1 PAM – human MrgX1 positive allosteric modulation, primary screen; Q96LB2; MrgX1-HEK293, Fluo-4 calcium flux, FDSS; hits give high values; B-score at 10 µM; 310,000 tested, 0.63% active;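 active = plate-corrected calcium response at least 3 library SD above typical, normal starting fluorescence, not activating the receptor alone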;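 also: compound read alongside a low EC10 to EC30 dose of BAM8-22 agonist; peak minus trough fluorescence over baseline measured at the second addition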
# HDAC3 inhib – human HDAC3 inhibition. recombinant HDAC3, fluorogenic peptide/trypsin coupled, fluorescence. inhibition, % at 8.3 µM. 320,000 tested, 0.15% active; in the data active = inhibition above about 26%, passing the limit was not always enough; inconclusive = no clear call, values can overlap the other calls
# RGS4 pot – RGS4 potentiation or activation; 310,000 tested, 0.92% active; HEK293 M3R/inducible RGS4, carbachol calcium flux Fluo4; hits give low values; B-score at 10 µM;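 active = B-score of the integrated calcium signal more than 4 SD below the library mean, with starting fluorescence not abnormally high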;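 also: negative B-score means reduced calcium response which marks RGS4 activation or potentiation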
#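 Material: Inducible-RGS4 HEK293 cells carrying M3 receptor; also added: carbachol at ECmax as muscarinic agonist stimulus; incubation: compound preincubation 20 min at room temperature before agonist; signal: Fluo4-AM (2 µM) calcium-flux fluorescence, kinetic read; measure: integrated calcium ratio converted to B score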
# TMEM16A inh – mouse TMEM16A channel inhibition, primary screen. Q8BHY3. HEK293 TMEM16A/YFP iodide influx fluorescence, ionomycin. normalized B-score (activity score, 25-100; higher = stronger inhibition) at 10 µM. 310,000 tested, 1.2% active. AID 588511;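 active = ratio plate-corrected score three or more library SD toward inhibition, starting fluorescence score within five deviations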;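 also: score derived from kinetic fluorescence span divided by baseline fluorescence per well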
# TRPC6 inhibitor – mouse TRPC6 channel inhibition; 310,000 tested, 1.1% active; Q61143; HEK293-TRPC6, membrane potential dye, ACh-evoked depolarization; hits give low values; B-score at 10 µM;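 active = B-score under library mean minus 3 SD, initial fluorescence not abnormally high, positive integrated signal ratio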;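 also: B-score derived from integrated fluorescence ratio over the kinetic read; more negative B-score means stronger inhibition of depolarization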
# The depositor's hits bear a star; i = inactive; u = inconclusive; x = no result given.
SMILES,TRPC6 act,ANO1 activ,MrgX1 ag,SKKanGAS inh,RGS4 inh,MrgX1 antag,MrgX1 PAM,HDAC3 inhib,RGS4 pot,TMEM16A inh,TRPC6 inhibitor
CC(NC(=O)[C@H](Cc1c[nH]c2ccccc12)NC(=O)[C@@H]1Cc2ccccc2CN1)c1ccccc1 (some centres undefined),i,i,i,4.0,i,i,i,2.9,i,i,i
COc1ccc(C(=O)OCC(=O)NC2CC2)cc1S(=O)(=O)N1CCOCC1,i,i,i,8.2,i,i,i,-2.8,i,i,i
CN(C)C(=O)c1ccc(N/C=C(\C=O)c2nc3ccccc3o2)cc1,i,i,i,-1.1,i,i,i,2.9,i,i,i
O=C(COC(=O)c1cc[n+]([O-])cc1)Nc1c(Cl)cccc1C(F)(F)F,i,i,i,-11.8,i,i,i,8.3,i,i,i
Cc1cc(C)n(Cc2n[nH]c(=S)n2Cc2ccccc2)n1,i,i,i,1.2,i,i,i,1.7,i,i,i
COc1cccc(CN2CCNC(=O)C2CC(=O)NCCn2nc(C)cc2C)c1OC (centres undefined),i,i,i,-5.7,i,i,i,x,i,i,i
CCc1ccc(OCCOCC(O)CN2CCN(Cc3ccc(Cl)cc3)CC2)cc1 (centres undefined),i,i,i,-13.4,i,i,i,5.3,i,100*,i
CCc1cc(-c2n[nH]c(=S)n2-c2ccccc2C)cs1,i,i,i,-9.9,i,i,i,8.9,i,i,i
CCOc1ccc(CN2CCN(Cc3cc4ccccc4o3)CC2CCO)cc1 (centres undefined),i,i,i,-0.9,i,i,i,-2.6,i,i,i
CCc1cccc(OCC(=O)Nc2ccccc2N2CCCC2)c1,i,i,i,-1.9,i,i,18.7*,5.8,i,i,-6.1*
Cc1cc(C)n(-c2ccc(C(=O)OCC(=O)Nc3ccc(Cl)cc3[N+](=O)[O-])cc2)n1,i,i,i,7.4,i,i,i,-1.9,i,i,i
O=C(CC(c1ccccc1)c1ccccc1)Nc1ccncc1,i,i,i,-6.7,i,i,i,7.2,i,i,i
CCC(C)[C@H](NC(=O)NC1CC1)C(=O)O (some centres undefined),i,i,i,2.0,i,i,i,6.1,i,i,i
O=C1NC(=O)c2cc(NC(=O)C3CCCCC3)ccc21,i,i,i,1.8,i,i,i,-3.5,i,i,i
COc1cccc(NC(=O)CC2SC(=Nc3ccccc3)NC2=O)c1 (centres undefined),i,i,i,-6.4,i,i,i,1.7,i,i,i
CCCn1c(CCNC(=O)c2ccco2)nc2ccccc21,i,i,i,0.4,i,i,i,3.0,i,i,i
CCN1C(=O)C(=O)N(CC(=O)N(C)CC(=O)Nc2ccccc2Cl)C1=O,i,i,i,-2.8,i,i,i,3.8,i,i,i
CCN(CC)C(=O)CSc1nc(N)c(C(=O)Nc2ccc(OC)cc2)s1,i,i,i,1.8,i,i,i,3.8,i,i,i
COc1ccc(/C=N/NC(=O)COc2ccc(Cl)cc2Cl)cc1Cn1nc(C)cc1C,i,i,i,1.6,i,i,i,-11.8,i,i,i
CCn1cc(CNC(=O)C2CCC(=O)N(Cc3ccc(Cl)cc3)C2)cn1 (centres undefined),i,i,i,-2.5,i,i,i,1.4,i,i,i
O=c1c2ccccc2nnn1CSc1nc2ccccc2c(=O)n1CCCO,i,i,i,-3.8,i,i,i,0.4,i,i,i
COc1ccc(/C=C2\SC(=S)N(CCC(=O)NC3CCCC3)C2=O)cc1OC,i,i,i,6.3,i,i,i,-1.4,i,i,i
COc1ccc(N2CCN(C(=O)c3ccc(Cn4c(=S)[nH]c5ccc(N6CCOCC6)cc5c4=O)cc3)CC2)cc1,i,i,i,18.6,i,i,i,1.2,i,i,i
O=C(CCCN1C(=O)/C(=C\c2cccs2)SC1=S)Nc1cccnc1,i,i,i,-4.6,i,i,i,3.4,i,i,i
Cc1ccc(CNC(=O)c2ccc3nc4[nH]c5ccccc5c4nc3c2)cc1,i,x,x,5.0,i,x,x,x,i,x,i
COc1cc2nc(CSc3nc(-c4ccc(F)cc4)cs3)[nH]c(=O)c2cc1OC,i,i,i,u,i,i,i,-11.2,i,i,i
COCCn1c(CN(Cc2ccccc2)Cc2ccccc2)nc2c1c(=O)n(C)c(=O)n2C,i,i,i,-4.6,i,i,i,2.9,i,i,i
Nc1cc(-c2ccc(Cl)cc2)nn1S(=O)(=O)c1ccccc1,i,i,i,-9.4,i,i,i,-3.0,i,i,i
Cc1oc(-c2ccccc2)nc1CSc1nc2c(c(=O)[nH]1)CCC2,i,i,i,-7.7,i,i,i,2.0,i,i,i
CCN(CC)S(=O)(=O)c1cc(NC(=O)CSc2nc3c(cc2C#N)C(=O)CC(C)(C)C3)ccc1C,i,i,i,-3.2,i,i,i,2.6,i,i,i
CC(C)CCN(CCC(C)C)C(CO)(CO)CO,i,i,i,0.7,i,i,i,5.2,i,i,i
O=c1[nH]c(Sc2ccc([N+](=O)[O-])cc2[N+](=O)[O-])nc2ccccc12,i,i,i,8.3,i,i,i,-6.0,i,i,i
Cc1ccccc1NC(=O)Cc1nc(CSc2nnc(-c3ccc4c(c3)OCO4)o2)cs1,i,i,i,9.2,i,i,i,-6.1,i,i,i
C=Cc1ccc(Cn2nc(-c3ccc(C)cc3)ccc2=O)cc1,i,i,i,32.7,i,i,i,0.5,i,i,i
CN(C(=O)c1cccnc1)c1nnc(-c2cnccn2)s1,i,i,i,1.3,i,i,i,1.9,i,i,i
COc1ccc(C)cc1C(=O)CCC(=O)NCCc1ccc(S(N)(=O)=O)cc1,i,i,i,1.4,i,i,i,5.3,i,i,i
CN1C(=O)CC(Nc2cccc3cccc(N)c23)C1=O (centres undefined),i,i,i,3.7,i,i,i,0.2,i,i,i
Cc1nc(N)nc2c1CCCC2,i,i,i,-4.8,i,i,i,-3.2,i,i,i
COCCN1C(=O)N[C@@H](c2cccc(C(F)(F)F)c2)[C@H](C(=O)OC)[C@H]1C,i,i,i,3.8,i,i,i,-3.9,i,i,i
C#CCSc1nncn1C(=O)/C=C/c1ccccc1,i,x,i,-17.2,i,i,i,73.4*,i,i,i
Cc1noc(C)c1CCC(=O)N1CCCC(CO)(Cc2ccccc2)C1 (centres undefined),i,i,i,6.2,i,i,i,1.8,i,i,i
NC(=O)C1CCN(S(=O)(=O)c2ccccc2[N+](=O)[O-])CC1,i,i,i,-1.0,i,i,i,-6.3,i,i,i
CN(C)c1ccc(NC(=O)CCCc2ccccc2)cc1,i,i,i,-3.4,i,i,i,x,i,i,i
COCCCNc1nc2ccccc2nc1NS(=O)(=O)c1cccs1,i,i,i,3.5,i,i,i,-0.4,i,i,i
O=C(N/N=C/c1cccnc1)c1ccc(Cn2cc([N+](=O)[O-])cn2)o1,i,i,i,-9.2,i,i,i,2.2,i,i,i
CCOc1ccc(CNC(=O)CCS(=O)(=O)c2ccc3c(c2)NC(=O)CO3)cc1OC,i,i,i,-1.7,i,i,i,-2.2,i,i,i
Cc1ccc(S(=O)(=O)N2CCN=C2SCc2c(F)cccc2Cl)cc1,i,i,i,29.8,i,i,i,3.9,i,i,i
Cc1ccc(Cl)c(OCCCN(C)Cc2ccccc2)c1,i,i,i,0.0,i,i,i,8.0,i,i,i
O=C(COc1ccc(Cl)cc1)NCCCNC(=O)c1cccnc1,i,i,i,-15.5,i,i,i,-0.3,i,i,i
COc1cccc(NC(=O)Cc2c(O)c3ccccc3[nH]c2=O)c1,i,i,i,-18.5,i,i,i,1.9,i,i,i
CCc1ccc(/C=C(/C#N)C(N)=S)s1,i,i,i,-7.6,i,i,i,-0.7,i,i,i
COc1ccc(OCCCC(=O)NCCc2ccccc2)cc1,i,i,i,-3.5,i,i,i,-2.2,i,i,i
Cc1ccc(C)c(Cn2c(C(=O)OC(C)C)cc3c2ccn3C)c1,i,i,i,-0.6,i,i,i,7.2,-6.99*,i,i
C=CCn1c(-c2cccnc2)n[nH]c1=S,i,i,i,1.8,i,i,i,0.3,i,i,i
CCc1nc2sc3c(c2c(=O)n1CCO)CCC3,i,i,i,-0.9,i,i,i,0.3,i,i,i
CCCNS(=O)(=O)c1ccc(OCC(=O)Nc2ccc3c(c2)OCCO3)c(C)c1,i,i,i,7.3,i,i,i,5.6,i,i,i
CC(C)(C)NC(=S)Nc1cccc(C(F)(F)F)c1,i,i,i,-3.7,i,-5.22*,i,7.1,i,i,i
O=C(NCC(=O)N1CCOCC1)c1ccc(Br)o1,i,i,i,10.7,i,i,i,0.8,i,i,i
C[N+]1(CC(O)COCC2COc3ccccc3O2)CCOCC1 (centres undefined),i,i,i,-3.7,i,i,i,1.5,i,i,i
Cc1cccc(NC(=O)Cn2c(=O)n(CC3CCCO3)c(=O)c3ccccc32)c1 (centres undefined),i,i,i,-3.9,i,i,i,4.1,i,i,i
# (more compounds)
SMILES,TRPC6 act,ANO1 activ,MrgX1 ag,SKKanGAS inh,RGS4 inh,MrgX1 antag,MrgX1 PAM,HDAC3 inhib,RGS4 pot,TMEM16A inh,TRPC6 inhibitor
O=C(Cn1cccc1C(=O)c1ccccc1)NCc1cccc(Cl)c1,i,i,i,0.2,i,i,i,2.8,i,i,i
Cc1ccc(-c2nn(CC(=O)NCc3ccccn3)c(=O)c3ccccc23)cc1S(=O)(=O)N(C)C,i,i,i,-7.8,i,i,i,-2.7,i,i,i
S=C(NC1CCCC1)N1CCN(c2ccc(Cl)cc2)CC1,i,i,i,-7.6,i,i,i,3.3,i,i,i
Cc1cc(CNC(=O)c2cccc(OC3CCN(S(=O)(=O)N(C)C)CC3)c2)on1,i,i,i,4.9,i,i,i,7.9,i,i,i
Cc1ccccc1Oc1nnc(-c2cccs2)c2ccccc12,i,i,x,-12.6,i,x,x,x,i,x,i
CCC(C)N(C(=O)CSc1nnc(NC(C)C)s1)C1CCS(=O)(=O)C1 (centres undefined),i,i,i,-1.5,i,i,i,-0.2,i,i,i
CC(C)(C)NC(=O)Cc1ccc(Cl)c(Cl)c1,i,i,i,7.8,i,i,i,-1.4,i,i,i
N#C/C(=C\c1ccc(OCc2ccccc2)cc1)C(=O)Nc1ccc(C(=O)O)cc1,i,x,i,0.7,i,i,i,-2.9,i,i,i
COC(=O)CN(c1nc(C)cc(OC)n1)S(=O)(=O)c1ccc(C)cc1,i,i,i,-3.5,i,i,i,6.8,i,i,i
CN(CC(=O)Nc1ccccc1Sc1ccccc1)C1CCCCC1,i,i,i,5.8,i,i,i,0.9,-8.22*,i,i
O=c1c2cc(O)c(O)cc2oc2cc(O)c(C3OC(CO)C(O)C(O)C3O)c(O)c12 (centres undefined),i,i,i,4.2,i,i,i,10.8,i,i,i
